High-throughput results: PubChem BioAssay, Broad Institute
CASP6 VEID inh = human caspase-6 inhibitors, primary screen, biochemical, VEID-R110 fluorescence, single point, set 2; inhibition, % at 12.5 µM; P55212; AID 686996, 2013; 350,000 compounds, 0.53% hits; purified caspase-6, Z-VEID-R110 cleavage fluorescence;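 active = mean inhibition across replicates at least about 35%, with every replicate also reaching that limit, limit read from the data; inconclusive = only one of the two criteria met; inactive = neither criterion met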;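 also: 0% = median of neutral control wells and 100% = no fluorescence left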
Target sequence (P55212 24-179 limits assumed): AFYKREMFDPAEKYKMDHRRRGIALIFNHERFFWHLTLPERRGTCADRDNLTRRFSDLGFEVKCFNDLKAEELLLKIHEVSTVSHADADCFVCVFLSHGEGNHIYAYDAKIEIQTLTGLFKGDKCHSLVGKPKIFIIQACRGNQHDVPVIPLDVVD
Target sequence (P55212 194-293 limits assumed): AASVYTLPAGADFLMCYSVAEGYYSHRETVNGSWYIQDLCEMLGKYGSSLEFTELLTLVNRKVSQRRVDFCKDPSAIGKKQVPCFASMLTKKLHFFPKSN
S100A4 inh HTS = inhibitors of S100A4-myosin IIA peptide binding, primary screen, biochemical, fluorescence polarization, TAMRA-MyoIIA peptide. AID 652163, 2013. inhibition, % at 10.7 µM. Protein S100-A4 (Homo sapiens), P26447. 360,000 compounds, 0.14% hits;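 active = mean inhibition of at least 70% across replicates, with every replicate also reaching that level; inconclusive = mean inhibition reaches 70% but some replicates fall short; inactive = mean inhibition below 70%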
Target sequence (P26447 whole entry, looked up): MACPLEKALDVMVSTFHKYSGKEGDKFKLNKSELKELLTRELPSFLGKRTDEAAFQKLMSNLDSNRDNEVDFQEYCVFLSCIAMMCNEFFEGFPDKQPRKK
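Material: S100A4 monomer protein | Medium: HEPES pH 7.2 with CaCl2, KCl, NaCl, DTT, Triton | Reagent: Labelled myosin peptide probe, 5 nM | Doses: One dose per compound | Times: 5 min incubation before reading | Benchmarks: Neutral control DMSO, positive control TFP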
esBAF inh = Bmi1 luciferase reporter increase in mESCs, primary screen, esBAF inhibitor project, mouse ES cells, Bmi1 luciferase knock-in, single point. 24 h; 100% = twice the neutral-well signal. AID 602393, 2012. reporter increase, % at 12.5 µM. 350,000 compounds, 2% hits; in the data active = activation above about 40%; inconclusive = no clear call, values can overlap the other calls;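 also: 0% = median of the plate's neutral control wells and 100% = double that signal; a rise in the Bmi1 reporter signal indicates esBAF inhibition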
SIRT5 inh = SIRT5 desuccinylase inhibitors, primary screen, biochemical, fluorescence imaging, single point, set 5; NAD-dependent protein deacylase sirtuin-5, mitochondrial (Homo sapiens), Q9NXA8; Purified SirT5, succinyl-peptide AMC, trypsin-coupled fluorescence; inhibition, % at 15 µM; 330,000 compounds, 1.1% hits; in the data active = inhibition above about 15%; inconclusive = no clear call, values can overlap the other calls
Target sequence (Q9NXA8 whole entry, looked up): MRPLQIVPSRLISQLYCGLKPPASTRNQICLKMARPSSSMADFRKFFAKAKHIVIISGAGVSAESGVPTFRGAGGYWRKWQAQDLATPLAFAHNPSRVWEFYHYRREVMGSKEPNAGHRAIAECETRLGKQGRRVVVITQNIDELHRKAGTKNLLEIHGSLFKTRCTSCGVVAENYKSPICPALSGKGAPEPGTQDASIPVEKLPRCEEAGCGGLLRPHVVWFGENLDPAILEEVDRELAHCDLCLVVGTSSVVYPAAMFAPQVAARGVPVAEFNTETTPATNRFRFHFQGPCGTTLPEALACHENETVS
LGR2 inh = inhibitors of bursicon-induced LGR2 CRE-luciferase signal, primary screen, cell-based, HEK293, CRE-luciferase reporter, bursicon stimulation. inhibition, % at 9.99 µM. bursicon-stimulated, 4 h. Drosophila bursicon receptor LGR2 (rickets). 380,000 compounds, 0.35% hits;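 active = drop in luminescence signal, shown as inhibition above about 50% in the replicate tests, limit read from the data, passing the limit was not always enough; inconclusive = probably only some replicates passing the limit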;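 also: agonist challenge used bursicon conditioned medium at about half maximal strength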
Statin myotox sup = suppressors of statin myotoxicity in C2C12 myotubes, primary screen, cell-based, single point, plate reader. 330,000 compounds, 0.78% hits. rescue of ATP level, % at 7.49 µM. C2C12 myotubes + simvastatin, ATP luminescence, 48 h; scaled: DMSO 0, geranylgeraniol control 100;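 active = mean ATP rescue above about 67%, or every replicate alone reaching that limit, limit read from the data, passing the limit was not always enough; inconclusive = no clear call, values can overlap the other calls; inactive = mean under the limit and some replicate under it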;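 also: myotubes were challenged with 10 µM simvastatin during compound exposure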
FN deposition inh = inhibitors of fibronectin matrix deposition, primary screen, AH1F cells, Alexa488-fibronectin fluorescence, plate reader; AH1F fibroblasts, overnight; 350,000 compounds, 0.086% hits; inhibition, % at 12.6 µM;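 active = mean inhibition across replicates of 30% or more, regardless of how many single replicates reach that level; inconclusive = mean under 30% yet at least half of replicates reach 30%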;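 also: positive control wells lacked labelled fibronectin entirely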
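material = AH1F fibroblast monolayer depositing Alexa488-labelled fibronectin into matrix | amount = 10000 AH1F cells/well | buffer or medium = DMEM plus 2% serum, read in PBS | incubation = 1 h cell adhesion before compound, then overnight fibronectin incubation | detection = fluorescence at 485 nm excitation, 525 nm emission | evaluation = percent inhibition as loss of matrix-bound fibronectin fluorescence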
* = called active by the depositor; ? = inconclusive; . = not tested or not shown. An excerpt, so the mix of outcomes need not match the whole.

SMILES	CASP6 VEID inh	S100A4 inh HTS	esBAF inh	SIRT5 inh	LGR2 inh	Statin myotox sup	FN deposition inh
O=C1CC(c2ccccc2)CN1Cc1ccccc1 (configuration not stated)	.	.	-2.9	.	-10.9	17.1	10.0
Cc1cc2c(SCC(=O)NC3CCCC3)ncnc2s1	-1.8	-6.0	-0.4	0.5	-2.1	-4.1	-2.8
O=C(NCc1ccccn1)c1ccc2c(=O)n3nc(Nc4ccccc4)sc3nc2c1	0.0	2.5	1.8	-4.2	-7.7	-3.5	2.6
C[C@H](CO)N1C[C@H](C)[C@H](CN(C)S(=O)(=O)c2ccc(F)cc2)Oc2c(NC(=O)c3nc4ccccc4s3)cccc2C1=O	0.7	-25.0	1.8	24.3*	2.9	-4.0	8.8
CN1C(=O)c2cc(NC(=O)c3ccccc3)ccc2OC[C@H]2O[C@@H](CC(=O)O)CC[C@@H]21	2.3	1.0	-0.9	-2.7	-3.4	8.0	7.9
CCOc1cc(CNCc2ccncc2)cc(Br)c1OCc1ccccc1F	.	.	7.6	.	17.9	112.5*	.
CN1CC(=O)N(CCOc2ccccc2)C1=O	-3.5	-0.2	-2.7	0.0	.	.	.
Cc1nc2c(-c3ccc(F)cc3)c(C)nn2c(C)c1CCC(=O)Nc1ccc(F)cc1F	-2.3	-3.3	.	-1.0	15.0	.	-3.6
O=C(O)C(Cc1ccccc1)N1C(=O)CCC1=O (configuration not stated)	-2.2	4.8	.	-3.4	7.8	.	-0.6
COc1cccc(NC(=O)CN(C)C(=O)CCNC(=O)c2ccccc2OC)c1	1.3	-0.1	-2.3	1.2	3.9	3.6	2.3
CO[C@H]1CN(C)C(=O)c2cc(NC(=O)Nc3cc(F)ccc3F)ccc2OC[C@H](C)NC[C@@H]1C	-3.3	-1.5	-1.7	-2.5	22.9	-3.0	12.6
C[C@@H]1CN([C@H](C)CO)C(=O)c2cc(N(C)C)ccc2O[C@@H](C)CCCCO[C@@H]1CN(C)C(=O)NC1CCCCC1	0.4	104.1*	-24.1	7.1	-0.9	1.8	-5.1
CCOCCOC(=O)C(C)Oc1ccc(Oc2nc(Cl)ccc2Cl)cc1 (configuration not stated)	0.8	8.2	.	-5.4	8.0	.	-11.2
CC(C)CNS(=O)(=O)c1cc(C(=O)N2CCOCC2)c(Cl)cc1Cl	.	.	-2.0	.	.	4.5	-0.9
COc1ccc(S(=O)(=O)N(C)C[C@@H]2OCCCC[C@@H](C)Oc3ccc(NC(=O)Nc4ccc(F)cc4)cc3C(=O)N([C@@H](C)CO)C[C@@H]2C)cc1	0.7	3.4	5.2	16.6*	5.9	4.4	1.5
CC(Oc1ccc2c(-c3ccccc3)cc(=O)oc2c1)C(=O)NCc1ccccn1 (configuration not stated)	-2.0	-0.2	11.4	-5.6	-6.9	-5.0	.
Cc1ccc(N(CC(=O)NN=C2CCN(C)CC2)S(=O)(=O)c2ccccc2)c(C)c1	-2.4	-0.6	7.7	-2.4	.	-4.7	1.5
CCOc1ccc(-c2nnc(SCC(=O)N3CCCC3)o2)cc1	-2.7	-10.0	53.0*	-1.6	-3.7	-6.2	-0.2
Cc1noc(C)c1S(=O)(=O)Nc1ccc2c(c1)C(=O)N([C@H](C)CO)C[C@H](C)[C@H](CN(C)CC1CC1)O2	-1.0	-0.3	2.7	-4.5	-6.6	-10.0	5.4
CCc1nnc(NC(=O)[C@@H](NS(=O)(=O)c2ccc3c(c2)OCCO3)C(C)C)s1	-0.4	1.5	.	.	.	.	-2.1
COc1cccc(-c2ccc(SCC(=O)NC3CCCC3)nn2)c1	-3.0	2.2	8.8	-0.5	-5.4	-0.7	.
COc1ccc2[nH]c3c(c2c1)CCN1C(=O)C(CC(=O)NCCCN(C)C)C[C@H](C(=O)N2CCCCC2)[C@@]31CCc1ccccc1 (some centres not stated)	2.1	7.7	7.8	.	0.1	-9.7	37.1*
COC(=O)Nc1ccc(S(=O)(=O)N(CCO)CCO)cc1	1.3	0.7	0.6	0.3	3.5	6.0	.
CC(C)NC(=O)N(C)C[C@H]1Oc2cc(C#C[C@@H](C)O)ccc2S(=O)(=O)N([C@H](C)CO)C[C@H]1C	-1.8	-9.5	-2.9	3.6	-1.5	4.9	-3.5
O=C(Cn1ncc2c3ccccc3n(Cc3ccccc3F)c2c1=O)NCCCN1CCCC1=O	2.3	0.0	-4.3	-1.9	18.8	-5.6	0.1
COc1ccc(NC(=O)N(C)C[C@@H]2Oc3ccc(NS(=O)(=O)c4ccc(F)cc4)cc3C(=O)N([C@H](C)CO)C[C@H]2C)cc1	-2.1	-3.1	4.6	40.2*	1.4	11.4	5.6
O=C(C/C=N/OCc1ccc(Cl)cc1)c1cnc(-c2ccccc2)s1	.	.	3.9	.	-2.0	-2.1	.
CCC(CC)c1nc(C(N)=O)c2[nH]c(=O)n(-c3ccc(OC)c(OC)c3)c2n1	4.2	-0.7	2.4	-0.9	-14.6	12.8	3.5
COc1cccc(S(=O)(=O)Nc2ccc3c(c2)[C@@H]2C[C@@H](CC(=O)NC4CCCCC4)O[C@@H](CO)[C@@H]2O3)c1	-5.3	-12.6	11.1	0.6	22.5	-6.4	5.1
Cc1cc(C)c(C(=O)C(C)OC(=O)c2ccc(Cl)nc2)cc1C (configuration not stated)	3.5	-3.0	-0.3	-4.0	0.5	-12.1	.
CCSC1OC(C(COC(C)=O)OC(C)=O)C(OC(C)=O)C1NC(C)=S (configuration not stated)	6.2	-0.8	11.5	-3.6	-2.6	-3.6	-0.8
COc1cc(/C=N/NC(=O)c2ccccc2Cl)ccc1Oc1ccc([N+](=O)[O-])cn1	-0.5	5.2	-5.2	-1.2	9.1	-14.5	.
CCCC(=O)Nc1ccc2c(c1)C(=O)N(C)[C@@H]1CC[C@@H](CC(=O)NCC(F)(F)F)O[C@@H]1CO2	.	.	1.5	.	-0.6	-10.7	8.2
CCC1CCC(C(=O)NC(C(=O)NCCCN2CCCCC2C)C(C)C)CC1 (configuration not stated)	-6.2	1.6	-2.5	-2.2	-5.6	-6.8	6.6
O=C(O)c1ccc(-n2c(/C=C/c3ccccc3)nc3ccccc3c2=O)cc1	5.6	-19.4	4.2	3.1	5.6	16.1	-2.0
O=C(COc1ccc(S(=O)(=O)N2CCOCC2)cc1)N1CCCCCC1	-2.1	-1.2	.	4.5	38.0	.	-3.3
Cc1noc(C)c1NC(=O)N[C@@H]1CC[C@@H](CC(=O)N2CCCCC2)O[C@@H]1CO	0.1	1.7	-0.1	-6.6	-1.8	1.0	.
C[C@@H]1CCCCO[C@@H](CN(C)C(=O)Nc2ccccc2)[C@H](C)CN([C@H](C)CO)C(=O)c2cc(NC(=O)Cc3ccccc3)ccc2O1	-4.9	-3.6	13.8	4.8	1.3	.	3.5
CCC(=O)N1N=C(c2ccc(NS(C)(=O)=O)cc2)CC1c1ccc(C)cc1 (configuration not stated)	.	.	6.3	.	-21.9	13.1	10.7
CC(C)NC(=O)N(C)C[C@H]1Oc2ccc(NC(=O)Nc3ccc(C(F)(F)F)cc3)cc2C(=O)N([C@@H](C)CO)C[C@@H]1C	-2.9	6.8	-0.6	.	-17.7	50.5	.
COC(=O)c1cc(Cc2ccc(N)c(C(=O)OC)c2)ccc1N	.	.	0.3	.	.	0.8	-4.0
Cc1ccc(S(=O)(=O)N(C)C[C@@H]2OCCCC[C@H](C)Oc3ccc(NC(=O)Cc4ccccc4)cc3C(=O)N([C@H](C)CO)C[C@H]2C)cc1	0.3	0.8	9.7	0.4	-20.5	.	-7.9
CCOc1ccc(OCCC(=O)N(CCC2=CCCCC2)c2c(N)n(Cc3ccccc3)c(=O)[nH]c2=O)cc1	-1.1	1.9	-4.4	-3.0	-14.9	12.9	1.7
C[C@@H]1CN([C@@H](C)CO)C(=O)c2cc(NC(=O)C3CCCCC3)ccc2O[C@@H]1CN(C)Cc1ccc2c(c1)OCO2	-0.9	-7.0	0.3	-7.3	19.8	0.5	9.0
C[C@@H]1CN([C@H](C)CO)S(=O)(=O)c2ccc(C#CC3(O)CCCC3)cc2O[C@@H]1CN(C)CC1CC1	0.8	?	6.8	2.8	-6.8	9.9	-6.3
CCOC(=O)C1=C(c2ccccc2)Nc2ncnn2C1c1ccc(OC)c(OC)c1OC (configuration not stated)	.	.	-15.6	.	.	2.9	11.3
O=C1[C@H]2[C@@H](c3ccc(Cl)cc3)N3C(=O)N(c4cccc(F)c4)C(=O)[C@@]3(Cc3ccccc3)[C@H]2C(=O)N1C1CCCCC1	-1.9	-1.0	0.5	.	14.3	10.9	6.0
CN(C)C(=O)C[C@@H]1CC[C@H]2[C@@H](COC[C@@H](O)CN2S(=O)(=O)c2ccccc2)O1	-3.8	6.4	2.5	0.5	-9.0	-5.8	2.1
CN(CC(=O)Nc1cccc(F)c1)C(=O)c1sc2ccccc2c1Cl	-186.8	-1.3	61.5*	-1.1	.	2.9	2.3
CCN(CC(=O)NCc1cccs1)C(=O)c1ccc(S(=O)(=O)N(C)c2ccccc2)cc1	-2.6	-4.3	-2.9	-3.8	.	-0.5	-5.4
Cc1ccc(S(=O)(=O)NC(CC(=O)O)c2ccco2)cc1 (configuration not stated)	0.6	-1.5	-4.6	-0.7	-11.0	-11.5	.
COCc1cc(=O)[nH]c(Cc2c(Cl)cccc2Cl)n1	-2.9	-2.1	-0.6	-0.8	13.2	1.1	-3.1
COc1ccc(S(=O)(=O)Nc2ccc3c(c2)CC(=O)N([C@@H](C)CO)C[C@H](C)[C@@H](CN(C)Cc2ccc(Cl)c(Cl)c2)O3)cc1	0.8	-0.9	14.1	8.9	?	122.2*	.
CN1CCN(C(=O)OCCOCCOC(=O)N2CCN(C)CC2)CC1	-8.1	-1.2	-1.6	.	8.3	4.5	.
CCNC(=O)C[C@H]1CC[C@@H](NC(=O)NC2CCCCC2)[C@H](CO)O1	-6.3	0.6	-0.2	5.4	20.5	-3.4	-4.5
CCN(CC)S(=O)(=O)c1ccc(NC(=O)c2c(-c3ccccc3)noc2C)cc1	-0.1	-2.6	4.3	.	-3.0	9.7	-7.6
COC(=O)CN1CC(=O)N(c2ccccc2)C1=S	0.4	0.0	2.0	1.4	.	.	-0.9
CNc1ccccc1C(C)(C)c1cc(-c2cccc(Br)c2)no1	.	-53.4	-79.2	-2.4	2.7	-24.6	.
CC(C)(C)C1CCC2(CC1)SCC(=O)N2c1ccccc1 (configuration not stated)	0.5	4.0	6.5	2.1	2.0	-0.9	.

Entries listed above printed as active in esBAF inh:
molecule,CASP6 VEID inh,S100A4 inh HTS,esBAF inh,SIRT5 inh,LGR2 inh
CCOc1ccc(-c2nnc(SCC(=O)N3CCCC3)o2)cc1,-2.7,-10.0,53.0*,-1.6,-3.7
CN(CC(=O)Nc1cccc(F)c1)C(=O)c1sc2ccccc2c1Cl,-186.8,-1.3,61.5*,-1.1,.
